Screens from PubChem.
NPR1 activator: GC-A (human) enzyme activation; hit rate 0.14% among 370,000; HEK293 GC-A cells, cGMP TR-FRET, EC30 ANP; 0% at EC30 ANP, 100% saturating ANP; AID 1671463; P16066; activation, % at 10 µM; in the data active means activation above about 40%
DAX1 inh-1: DAX1 (NR0B1) inhibition, primary screen. inhibition, % at 6.8 µM. hit rate 1.1% among 370,000. HEK293T StAR-luciferase reporter, SF-1/DAX-1 repression relief. AID 652010;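 active means inhibition above the mean over all tested compounds plus 3 SD, cut at about 3.6% in these data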;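 further: 0% = DAX-1 cells with DMSO and 100% = cells lacking DAX-1 with DMSO; higher inhibition means more luminescence from relief of DAX-1 repression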
hcDAF12 agonist: activates DAF-12 receptor from parasite H. contortus; HEK293 hcDAF-12 lit1-tk-luc reporter, luminescence; 0% DMSO, 100% Δ7-dafachronic acid; activation, % at 6.8 µM; hit rate 1.4% among 370,000; AID 652067;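 active means activation above the mean of all tested compounds plus 3 SD, cut at about 5.5% in these data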;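 further: 100% = response to 3 µM Δ7-dafachronic acid high control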
hgDAF-12 ag: activates the H. glycines DAF-12 receptor ligand-binding domain; HEK293 GAL4-hgDAF12 UAS-luciferase reporter, agonist luminescence; normalized to butyrate control; activation, % at 6.8 µM; hit rate 1.8% among 370,000; AID 687014;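 active means activation above a cutoff set at the mean of all screened compounds plus 3 SD, cut at about 10% in these data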;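 further: 0% = DMSO wells and 100% = sodium butyrate wells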
DAX1 inh-2: NR0B1 (DAX1) inhibition; P51843; HEK293 Gal4-DAX1 luciferase reporter, luminescence; inhibition, % at 6.75 µM; hit rate 0.99% among 340,000; AID 504766;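 active means inhibition above the mean over all tested compounds plus 3 SD, cut at about 4.2% in these data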;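 further: 0% = DAX1-transfected cells with DMSO and 100% = empty-vector control cells with DMSO; inhibition shows as a rise in luminescence from relieved DAX1 repression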
GAA850 FXN act: frataxin GAA850 promoter activation | AID 540364 | hit rate 0.56% among 360,000 | activation, % at 6 µM | HEK293 lucGAA850 FXN promoter luciferase reporter, 24 h; percent of 10 µM SAHA response;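 active means activation above the average of all compounds screened plus 3 SD, cutoff fixed separately per campaign, cut at about 7.5% in these data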;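 further: 0% = DMSO wells and 100% = 10 µM SAHA wells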
GC-B act: GC-B (human) receptor activation. HEK293-GC-B cells, CNP EC30, cGMP TR-FRET; 0% at EC30 CNP, 100% saturating CNP. activation, % at 10 µM. hit rate 0.11% among 370,000. P20594;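 active means activation at 10 µM reaching about 35% in either raw or pattern-adjusted values, limit read from the data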
Target sequence (P20594 whole entry, looked up): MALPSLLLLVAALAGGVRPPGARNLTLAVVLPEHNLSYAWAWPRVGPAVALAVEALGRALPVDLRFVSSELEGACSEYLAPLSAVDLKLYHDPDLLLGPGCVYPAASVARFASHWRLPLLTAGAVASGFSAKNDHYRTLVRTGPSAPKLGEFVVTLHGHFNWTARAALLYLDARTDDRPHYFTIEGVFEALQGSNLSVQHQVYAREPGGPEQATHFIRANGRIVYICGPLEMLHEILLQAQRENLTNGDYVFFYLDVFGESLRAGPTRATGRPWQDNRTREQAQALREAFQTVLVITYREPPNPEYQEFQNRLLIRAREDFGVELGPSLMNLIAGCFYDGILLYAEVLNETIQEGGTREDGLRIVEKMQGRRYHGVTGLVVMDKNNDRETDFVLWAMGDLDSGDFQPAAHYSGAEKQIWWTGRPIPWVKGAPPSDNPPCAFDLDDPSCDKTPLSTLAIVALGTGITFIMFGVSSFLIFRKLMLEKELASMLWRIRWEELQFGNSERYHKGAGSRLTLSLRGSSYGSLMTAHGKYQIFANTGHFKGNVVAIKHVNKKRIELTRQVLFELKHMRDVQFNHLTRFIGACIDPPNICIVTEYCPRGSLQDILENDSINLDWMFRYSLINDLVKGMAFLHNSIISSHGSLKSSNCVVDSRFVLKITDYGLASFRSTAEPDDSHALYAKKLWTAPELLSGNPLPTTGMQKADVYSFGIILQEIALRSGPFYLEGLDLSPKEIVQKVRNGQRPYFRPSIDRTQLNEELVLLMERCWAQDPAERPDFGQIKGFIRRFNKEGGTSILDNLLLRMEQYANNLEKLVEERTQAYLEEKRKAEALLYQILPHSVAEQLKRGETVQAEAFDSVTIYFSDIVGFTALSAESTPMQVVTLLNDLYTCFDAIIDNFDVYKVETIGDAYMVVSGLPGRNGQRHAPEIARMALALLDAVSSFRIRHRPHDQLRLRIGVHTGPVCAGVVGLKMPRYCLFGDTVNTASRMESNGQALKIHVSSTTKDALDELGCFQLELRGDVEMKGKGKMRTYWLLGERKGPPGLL
ssDAF12 agonist: activates DAF-12 receptor from parasite S. stercoralis; HEK293 ssDAF-12/GRIP1 lit1-tk-luc reporter, luminescence; % of 3 µM dafachronic acid response; activation, % at 6.8 µM; hit rate 1% among 370,000;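 active means activation above the mean over all tested compounds plus 3 SD, cut at about 0.9% in these data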;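 further: 0% = DMSO-only wells and 100% = 3 µM delta7-dafachronic acid wells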
sPLA2-III inh: Blocks human group III sPLA2 activity | hit rate 0.56% among 370,000 | inhibition, % at 12.2 µM | QFRET BODIPY PC-A2 liposome hydrolysis, fluorescence;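 active means inhibition above mean plus 3 SD of compounds lying within the high and low control bounds, cut at about 19% in these data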;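 further: 0% = median of test compound wells and 100% = no enzyme DMSO wells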
ADAM10 inh: ADAM10 inhibition, QFRET primary screen; O14672; recombinant ADAM10, EDANS/DABCYL FRET peptide cleavage, 3 h; inhibition, % at 7 µM; hit rate 0.62% among 370,000; AID 720582;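 active means inhibition above a per-campaign cutoff equal to the mean of compounds falling between control-based bounds plus 3 SD, cut at about 20% in these data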;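 further: 0% = DMSO wells while the 100% control is not disclosed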
SMARCA2 act: activators of SMARCA2 function. MG213 cells, MMTV-luciferase reporter, dexamethasone, overnight. activation, % at 9.1 µM. hit rate 1% among 370,000; in the data active means activation above about 7.8%;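 further: 0% = vehicle wells and 100% = reference activator wells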
* = called active by the depositor; · = no result given.

canonical_smiles | NPR1 activator | DAX1 inh-1 | hcDAF12 agonist | hgDAF-12 ag | DAX1 inh-2 | GAA850 FXN act | GC-B act | ssDAF12 agonist | sPLA2-III inh | ADAM10 inh | SMARCA2 act
CC(=O)N1CCCc2ccc(NS(=O)(=O)c3ccc(C)cc3)cc21 | 2 | -4.1 | -2.5 | -5.4 | -2.4 | -1.1 | -4 | -1.3 | 4 | -11 | -3
COc1ccc(OCC(=O)NN2Cc3ccccc3C2=N)cc1 | 0 | 0.5 | -1.2 | 1.2 | 0.6 | 0.5 | -3 | -1.0 | 8 | -9 | -1
Cc1nnc(C)n1N=Cc1ccc(O)cc1O | 4 | 1.2 | -0.2 | -2.2 | · | · | -5 | -1.5 | -1 | -23 | -4
S=C(Nc1ccc(Cl)cc1)N(CCCN1CCOCC1)Cc1ccco1 | -1 | 0.1 | -1.6 | 2.9 | 0.3 | -0.1 | 4 | -1.1 | 3 | 7 | 1
O=C(NCCN1CCCCCC1)C1CC(=O)N(CCc2ccccc2)C1 (centres undefined) | -2 | -0.2 | -0.3 | -1.7 | 0.1 | -0.8 | 3 | -0.7 | 4 | 2 | 2
Cc1ccn2c(C(=O)N/N=C\c3cccs3)c(C)nc2c1 | 2 | -0.3 | -0.4 | 1.1 | 0.9 | -0.1 | -4 | -0.9 | 4 | -5 | 0
O=[N+]([O-])c1ccc(N/N=C2\CC3CC=CC23)cc1 (centres undefined) | -6 | 3.2 | -0.7 | 0.7 | -1.7 | 4.2 | -1 | -0.4 | -5 | 5 | 4
Cc1nc2ccc(NC(=O)C3(C)CCCN(C(C)C)C3)cc2o1 (centres undefined) | 4 | 0.3 | -1.7 | 0.2 | · | 0.6 | 7 | -1.3 | 2 | -12 | -1
CCCCc1nc(SCC(=O)Nc2ncccn2)n[nH]1 | 1 | -0.4 | 0.7 | -0.2 | 0.5 | -0.1 | 6 | -1.0 | 7 | -4 | 1
COc1ccc(C(=O)CSc2nnc(-c3ccc(C(C)(C)C)cc3)n2C)cc1 | -1 | -0.4 | -3.4 | 3.9 | · | · | 3 | -1.4 | -28 | 1 | -6
Cc1cc(C)c2c(N)c(C(=O)Nc3ccccc3Br)sc2n1 | 9 | 0.3 | 1.1 | 1.9 | 0.1 | 5.7 | -9 | -1.0 | 6 | -203 | 0
Cc1ccc(C)c(OCCn2cc(C(=O)O)c3ccccc32)c1 | 6 | -0.1 | 0.7 | -2.6 | · | -0.2 | 0 | -1.4 | -19 | 2 | 0
COc1ccc(NS(=O)(=O)c2ccc(N3CCOCC3)c(NC(=O)/C=C/C(=O)O)c2)cc1 | 3 | 0.0 | -2.3 | -2.9 | -0.1 | 0.0 | -2 | -0.7 | 7 | -12 | -2
COc1ccccc1Cn1cnc2cccnc21 | -1 | -0.4 | 0.5 | -0.1 | 0.4 | 0.5 | 2 | -1.1 | 9 | -2 | -4
CCOc1ccc(-n2c(SCC(=O)Nc3ccc(S(=O)(=O)Nc4cc(C)nc(C)n4)cc3)nnc2-c2ccc(OC)cc2)cc1 | 0 | -1.3 | -3.1 | -0.9 | · | · | 4 | -1.1 | -30 | 1 | -7
O=C(O)C(Oc1ccc2ccccc2c1)c1ccccc1 (centres undefined) | 2 | 0.4 | 1.4 | -1.8 | 2.8 | -0.8 | 3 | -0.9 | 14 | -4 | -5
Cc1ccc(S(=O)(=O)N2CCN(S(C)(=O)=O)CC2)cc1 | 1 | -1.6 | -1.6 | -2.0 | -0.6 | -4.6 | 8 | -1.4 | 3 | -11 | -2
COc1ccc(CCNC(=O)Cn2c(=O)n(CC3CCCO3)c(=O)c3cc(OC)c(OC)cc32)cc1OC (centres undefined) | -9 | -0.6 | -1.1 | -1.0 | -1.9 | -2.2 | 4 | -2.3 | 5 | -3 | -2
COc1ccccc1CNC(=O)CC(C)C | -3 | 0.8 | -1.4 | 1.4 | -0.2 | -0.1 | 2 | -1.4 | 10 | 6 | -2
CSc1ncccc1C(=O)OCC(=O)N1CCOCC1 | 0 | -0.4 | -1.1 | 1.3 | -0.9 | 1.1 | 3 | -1.6 | 1 | 2 | 1
CC(C)N(C(=O)CSc1nnc(NC2CC2)s1)c1ccccc1 | 2 | 2.7 | -0.2 | -0.7 | 0.9 | 0.6 | 2 | -1.1 | 5 | -2 | 1
COc1ccc(CC(=O)Nc2ccc(C(=O)O)cc2NC(=O)Cc2ccc(OC)cc2)cc1 | -4 | -0.6 | -0.2 | 2.6 | -1.1 | -1.5 | 4 | -0.9 | -1 | -4 | -1
COc1ccccc1CNC(=O)CSc1nc(=O)n(Cc2ccncc2)c2c1CCC2 | 3 | 3.1 | -0.6 | 1.5 | -1.0 | 0.8 | 4 | -0.9 | 6 | -10 | -1
CC1(C)CC(=O)C2=C(C1)Nc1ccccc1NC2c1ccc(F)c(F)c1 (centres undefined) | -11 | -0.3 | -0.9 | 0.2 | 2.1 | -1.9 | -7 | -1.2 | 5 | -5 | -3
CCCOc1ccc(N2CC(C(=O)Nc3ncccc3C)CC2=O)cc1 (centres undefined) | 3 | -0.7 | -0.1 | -0.3 | 1.1 | -0.4 | 2 | -1.0 | 8 | 2 | -3
COC(=O)c1cccc(C(=O)Oc2cccc(Br)c2)n1 | · | 0.4 | 0.0 | 0.5 | 1.4 | 0.5 | · | -0.1 | -4 | 1 | 0
CC1(C)CC(=O)c2cnc(N3CCc4ccccc43)nc2C1 | -1 | 1.2 | 6.4* | 7.6 | 2.8 | 5.9 | -5 | 0.0 | 4 | -5 | 2
CC(C)(C)c1cc(OC(=O)c2ccncc2)ccc1O | 3 | -0.1 | 1.8 | -1.1 | -1.0 | 1.8 | 4 | -0.8 | 4 | 8 | -7
O=C(Nc1ccccc1C(F)(F)F)c1ccccn1 | 0 | 1.2 | 0.7 | -2.1 | -0.3 | -0.5 | -2 | -0.9 | 2 | -3 | 3
Cc1ccc(N2CC(C(=O)NCCS(=O)(=O)N3CCN(c4ccccc4)CC3)CC2=O)cc1 (centres undefined) | -2 | 1.1 | 0.6 | -0.9 | 1.1 | 0.1 | -2 | -1.7 | 4 | 5 | -4

3 consecutive records already listed:
canonical_smiles | NPR1 activator | DAX1 inh-1 | hcDAF12 agonist | hgDAF-12 ag | DAX1 inh-2 | GAA850 FXN act | GC-B act | ssDAF12 agonist | sPLA2-III inh | ADAM10 inh | SMARCA2 act
CC(C)(C)c1cc(OC(=O)c2ccncc2)ccc1O | 3 | -0.1 | 1.8 | -1.1 | -1.0 | 1.8 | 4 | -0.8 | 4 | 8 | -7
O=C(Nc1ccccc1C(F)(F)F)c1ccccn1 | 0 | 1.2 | 0.7 | -2.1 | -0.3 | -0.5 | -2 | -0.9 | 2 | -3 | 3
Cc1ccc(N2CC(C(=O)NCCS(=O)(=O)N3CCN(c4ccccc4)CC3)CC2=O)cc1 (centres undefined) | -2 | 1.1 | 0.6 | -0.9 | 1.1 | 0.1 | -2 | -1.7 | 4 | 5 | -4

Arranged by molar mass (rising): 4 of the compounds above.
canonical_smiles | NPR1 activator | DAX1 inh-1 | hcDAF12 agonist | hgDAF-12 ag | DAX1 inh-2 | GAA850 FXN act | GC-B act | ssDAF12 agonist | sPLA2-III inh | ADAM10 inh | SMARCA2 act
COc1ccccc1Cn1cnc2cccnc21 | -1 | -0.4 | 0.5 | -0.1 | 0.4 | 0.5 | 2 | -1.1 | 9 | -2 | -4
CCCCc1nc(SCC(=O)Nc2ncccn2)n[nH]1 | 1 | -0.4 | 0.7 | -0.2 | 0.5 | -0.1 | 6 | -1.0 | 7 | -4 | 1
CSc1ncccc1C(=O)OCC(=O)N1CCOCC1 | 0 | -0.4 | -1.1 | 1.3 | -0.9 | 1.1 | 3 | -1.6 | 1 | 2 | 1
Cc1ccc(N2CC(C(=O)NCCS(=O)(=O)N3CCN(c4ccccc4)CC3)CC2=O)cc1 (centres undefined) | -2 | 1.1 | 0.6 | -0.9 | 1.1 | 0.1 | -2 | -1.7 | 4 | 5 | -4

Later entries
SMILES	NPR1 activator	DAX1 inh-1	hcDAF12 agonist	hgDAF-12 ag	DAX1 inh-2	GAA850 FXN act	GC-B act	ssDAF12 agonist	sPLA2-III inh	ADAM10 inh	SMARCA2 act
CCSc1nc(N2CCCCC2)c2c(c1C#N)CCCC2	-41	0.1	1.1	-3.4	-0.6	-1.1	0	-1.1	4	1	-1
COc1cc(/C=N/NC(=O)c2ccc(CSc3nncn3C)cc2)ccc1OCC(=O)N1CC(C)OC(C)C1 (centres undefined)	-2	0.6	-0.7	1.8	-1.0	0.8	9	-0.8	0	0	-1
CC(C(=O)NC1C=CS(=O)(=O)C1)N1C(=O)/C(=C/c2ccc(Cl)cc2)SC1=S (centres undefined)	-10	-0.9	-1.4	2.3	-0.1	1.6	-8	-1.2	-10	4	-2
CCN1C(=O)c2cccc3c(NC(=O)c4ccc5c(c4)OCCO5)ccc1c23	4	0.5	0.2	1.9	0.9	-1.3	5	-0.7	0	8	-3
O=C(C[C@H]1C(=O)N(Cc2cccnc2)C[C@@H]1Cc1ccccc1)Nc1ccc(Br)cc1	0	-1.0	-1.9	-2.1	-1.0	-1.1	-7	-0.7	-18	12	-5
Cc1csc(N2CCCC2c2nc3cc(Cl)c(N4CCCCC4)cc3n2CCOCCO)n1 (centres undefined)	1	0.0	-2.9	1.3	0.0	1.1	0	-0.5	-5	-3	0
S=C1NCc2cncnc2N1	0	-0.5	-0.1	-3.1	·	·	-5	-0.6	1	-8	-5
O=C(N/N=C/c1cccc(O)c1)c1ccc2c(c1)OCCO2	-1	19*	13*	18*	-1.4	2.7	-2	1.1*	-4	4	6
Cc1ccc(C)n1-c1nnc(N2CCC(C(=O)NCCCN3CC(C)CC(C)C3)CC2)s1 (centres undefined)	0	0.0	1.1	3.0	-2.1	1.9	-1	-1.3	-3	-14	0
CC(C)(C)c1ccc(C(=O)NC(=O)COC(=O)CCS(=O)(=O)c2ccccc2)cc1	2	1.4	-0.4	0.4	1.4	1.5	4	-1.2	-3	4	4
Cc1ccc(C(=O)NCCc2nnc3ccc(SCC(=O)Nc4ccc(C)cc4C)nn23)cc1	-1	0.6	-1.7	-2.9	-0.4	0.3	3	-1.8	7	-6	-2
O=C(CCCSc1nc2ccccc2s1)NCc1ccc2c(c1)OCO2	0	0.0	1.5	0.4	0.8	0.7	0	0.1	-8	7	-3
O=C(CCCc1ccccn1)c1cccc2ccccc12	-1	5.6*	12*	15*	1.9	4.3	-1	1.1*	1	-34	0
Cc1ccc(NC(=O)C2CCCN(S(=O)(=O)c3c(C)noc3C)C2)cc1F (centres undefined)	1	0.4	-0.2	1.0	1.1	-1.0	5	-1.4	-6	-7	-1
Cc1csc(=O)n1CC(=O)OCc1cccc2ccccc12	-4	-0.3	-1.6	6.6	-0.2	4.3	-2	-0.6	0	1	4
CC(C)c1cc(CNC(=O)CC2C(=O)NCCN2CC2CCCCC2)on1 (centres undefined)	2	0.3	-0.1	-1.6	1.9	1.1	0	-1.2	-3	-6	-3
